# High-throughput results: PubChem, National Center for Advancing Translational Sciences (NCATS)
# A549 viability: Nrf2 qHTS screen for inhibitors: counterscreen for cytotoxicity; A549 ARE-Fluc cells, CellTiter-Fluor viability, 18-24 h; Potency, µM (series often up to 46 µM), without a hit: at the top dose activity change, negative = cytotoxicity, most hits filed as inhibitors; 390,000 compounds, 0.16% hits; AID 504648, 2011; further: potency means the concentration at half of the fitted maximal effect; on the % scale 0 is the no-effect control and ±100 the full control effect
#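 A549 ARE-Fluc cells in 5% FBS OPTI-MEM, 5000 cells/well, rested 2 h then exposed to compounds in concentration-response for 18-24 h at 37 °C. Viability by CellTiter-Fluor fluorescence (Ex 405/Em 525) after 30 min; luciferase luminescence (BugLite, 15 min, RT) read afterwards.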
# Nrf2 ARE act: qHTS of Nrf2 Activators; AREc32 ARE-luciferase reporter (MCF7-derived line), luminescence, 24 h; Potency, µM (top dose mostly 46.1 µM), for the others: at the highest dose activation, hits mostly activators; 410,000 compounds, 0.31% hits; AID 624171, 2012; further: potency means the concentration at half of the fitted maximal effect; % of control where 0% means no effect; nearly all actives have a fitted effect of over 65% in size
#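 Cells of the AREc32 ARE-luciferase line are plated in OPTI-MEM containing 5% FBS and left overnight at 37 deg C. Compounds are pinned in, incubation continues 24 hr, and firefly luciferase signal is then measured.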
# CCT chaperon mod: High-Throughput Screening for Modulators of Cytosolic Chaperonin Activity | purified chaperonin ATPase assay, HTRF ADP detection, 30 min | activity change, % (no concentration beside the values), hits read low | 360,000 compounds, 0.3% hits | AID 651819, 2012; in the data active means activity change below about -30%; further: on the % scale 0 is the no-effect control and ±100 the full control effect
#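 TRiC at 40 or 20 nM final (batch-dependent) in 30 mM Tris pH 7.4, 100 mM KCl, 5 mM MgCl2, 1 mM DTT, with compound at single 76 uM and 10 uM ATP, 30 min at 37 deg C. ADP detected by HTRF Transcreener, 665/615 ratio.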
# Nrf2 block: Nrf2 qHTS screen for inhibitors; A549 ARE-Fluc reporter, luciferase luminescence, 18-24 h; AID 504444, 2011; Potency, µM (doses to about 46 µM), without a hit: at the top dose activity change, negative = inhibition, usual class: inhibitors; 360,000 compounds, 2.1% hits; further: potency means the concentration at half of the fitted maximal effect; on the % scale 0 is the no-effect control and ±100 the full control effect; nearly all actives have a fitted effect of over 60% in size
#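 Two sequential reads on A549 ARE_Fluc cells exposed to compound for 18-24 h: a CellTiter-Fluor fluorescence read for viability, then a luciferase luminescence read for Nrf2/ARE activity.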
# Akt phos inh: HTS Assay for Inhibitors of Akt Phophorylation: Primary Screen. Neuro2A IGF-stimulated pAkt S473 HTRF, 20 min; active compounds read low. activity change, % for hits at 50 µM. 360,000 compounds, 0.32% hits; in the data active means activity change below about -80%; inconclusive means mostly about -51% to -80%; further: on the % scale 0 is the no-effect control and ±100 the full control effect
#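 Neuro2A cells (4,500/well, DMEM with 0.5% FBS) were treated with compound at a single 50 µM final concentration, stimulated with 6 nM IGF for 20 min at 37 °C, and lysed. Phospho-Akt Ser473 was read by HTRF as 665/615 ratio ×10^4.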
# TGFb SMAD3 inh: qHTS for Inhibitors of TGF-b. HepG2 CAGA-GFP TGF-b/SMAD3 reporter, GFP fluorescence, 18 h; TGF-beta stimulated, 500 pg/mL final. Potency, µM (titrated, usually from 46.1 µM), for inactives: top-dose activity, negative = inhibition, actives largely listed as inhibitors. 410,000 compounds, 1.2% hits; further: potency means the concentration at half of the fitted maximal effect; on the % scale 0 is the no-effect control and ±100 the full control effect; nearly all actives have a fitted effect of over 65% in size
#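 Using HEPG2 CAGA-GFP reporter cells at 1000 cells/well, we pinned test compounds, stimulated with recombinant TGF-beta (500 pg/mL final) and measured total well GFP after 18 h.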
# EPAC2 ag: qHTS for Agonist of cAMP-regulated guanine nucleotide exchange factor 4 (EPAC2): primary screen; AID 720711, 2013; Rap guanine nucleotide exchange factor 4 (Homo sapiens), Q8WZA2; 360,000 compounds, 0.079% hits; EPAC2 activation, biochemical qHTS; response scale: 100% = 6.5 mM cAMP response; Potency, µM (doses to about 154 µM), for inactives: at the top dose activation, actives largely listed as activators; further: potency means the concentration at half of the fitted maximal effect; nearly all actives have a fitted effect of over 50% in size
# Target sequence (Q8WZA2 whole entry, looked up): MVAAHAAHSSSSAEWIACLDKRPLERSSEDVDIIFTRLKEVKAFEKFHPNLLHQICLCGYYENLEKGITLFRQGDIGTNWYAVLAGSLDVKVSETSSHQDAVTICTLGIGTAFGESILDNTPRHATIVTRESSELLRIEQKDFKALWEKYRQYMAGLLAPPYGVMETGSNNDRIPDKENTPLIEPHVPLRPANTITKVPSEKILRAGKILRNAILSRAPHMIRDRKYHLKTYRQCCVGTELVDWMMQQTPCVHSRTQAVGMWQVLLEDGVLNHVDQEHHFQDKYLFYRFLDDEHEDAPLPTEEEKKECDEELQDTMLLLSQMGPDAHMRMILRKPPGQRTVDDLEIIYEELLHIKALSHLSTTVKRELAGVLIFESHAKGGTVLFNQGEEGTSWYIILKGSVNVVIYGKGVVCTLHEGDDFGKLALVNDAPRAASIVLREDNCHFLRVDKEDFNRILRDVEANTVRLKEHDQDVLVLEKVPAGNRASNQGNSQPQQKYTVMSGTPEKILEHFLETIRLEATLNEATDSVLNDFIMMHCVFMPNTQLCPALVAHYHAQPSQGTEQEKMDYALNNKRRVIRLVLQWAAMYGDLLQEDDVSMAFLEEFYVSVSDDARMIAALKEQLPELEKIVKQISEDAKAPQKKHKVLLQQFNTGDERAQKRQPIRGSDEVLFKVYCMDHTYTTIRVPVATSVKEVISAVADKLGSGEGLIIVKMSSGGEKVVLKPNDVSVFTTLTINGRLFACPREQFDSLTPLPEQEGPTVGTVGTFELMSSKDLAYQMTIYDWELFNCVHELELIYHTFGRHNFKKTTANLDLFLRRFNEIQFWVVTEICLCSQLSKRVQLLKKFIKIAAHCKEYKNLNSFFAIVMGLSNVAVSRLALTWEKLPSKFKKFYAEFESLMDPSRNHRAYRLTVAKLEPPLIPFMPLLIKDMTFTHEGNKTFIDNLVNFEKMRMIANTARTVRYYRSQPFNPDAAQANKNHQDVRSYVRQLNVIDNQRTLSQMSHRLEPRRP
#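 Compounds were added across a concentration range to EPAC2 (100 nM), RAP1B-BODIPY-GDP (250 nM) and GDP (50 uM). After 5 min at room temperature, fluorescence was recorded at 5-min intervals for 30 min.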
# EPAC2 antag: qHTS for Antagonist of cAMP-regulated guanine nucleotide exchange factor 2 (EPAC2): primary screen | Rap guanine nucleotide exchange factor 4 (Homo sapiens), Q8WZA2 | EPAC2 GEF exchange of Rap1B-BODIPY-GDP, fluorescence | Potency, µM (titrated, usually from 114 µM), for the others: at the highest dose activity, negative = inhibition, most hits filed as inhibitors | 360,000 compounds, 0.18% hits | AID 720708, 2013; further: potency means the concentration at half of the fitted maximal effect; on the % scale 0 is the no-effect control and ±100 the full control effect; nearly all actives have a fitted effect of over 45% in size; many of its hits are not listed in these tables
# Mm-Cpn inhibitor: Inhibitors of TCP-1 ring complex (TRiC) of Methanococcus maripaludis (MmCpn): qHTS | Chaperonin Mm-Cpn (Methanococcus maripaludis) | purified Mm-Cpn ATPase, ADP Transcreener TR-FRET | Potency, µM (highest dose often 76.9 µM), inactives show top-dose activity, negative = inhibition, hits mostly inhibitors | 330,000 compounds, 0.031% hits; further: potency means the concentration at half of the fitted maximal effect; on the % scale 0 is the no-effect control and ±100 the full control effect; nearly all actives have a fitted effect of over 80% in size
#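 ATPase turnover read by TR-FRET ADP competition (Eu cryptate antibody/ADP-d2, 665/590 nm): 10uM ATP final, 25nM Mm-CPN final, 30 min 37degC after 10-min compound preincubation, pH 7.4 Tris/KCl/MgCl2/DTT buffer.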
# * = called active by the depositor; i = inactive; ? = inconclusive; . = not tested or not shown; [ ] = another dose, or the depositor's remark. Unless noted, the call rests on the fitted dose curve; in most records, active means well fitted curve in the direction sought with a large enough effect; inconclusive means small, poorly fitted or top-dose-only effect, or another doubt; inactive means no such curve, though single readings can be large; an effect the other way counts as inactive or inconclusive. An excerpt (hit frequency here may not be typical).
SMILES,A549 viability,Nrf2 ARE act,CCT chaperon mod,Nrf2 block,Akt phos inh,TGFb SMAD3 inh,EPAC2 ag,EPAC2 antag,Mm-Cpn inhibitor
Cc1ccc(SCc2nnc(N)s2)cc1,-7%,0.0%,-2.6,1%,i,8%,?,6%[57.1 µM],3%
COC(=O)c1cccc(NC(=O)CCNC(=O)c2ccco2)c1,2%,2.5%,-1.3,-17%,i,22%,4%,-1%,-1%
Cc1ccc(CNC(=O)Cn2c3ncccc3c(=O)n2-c2ccc(C)cc2)cc1,6%,3.7%,.,?,.,-17%,.,.,.
CCC(COC(=O)Nc1cccc(C)c1C)NC(=O)OCC(C)C (stereo not given),-6%,0.1%,-1.5,?,i,1%,5%,-3%,-11%
COc1ccc(-c2noc(CSc3nnc(-c4ccncc4)n3-c3ccccc3)n2)cc1,-26%,4.0%,.,?,.,?,.,.,.
COC(=O)c1c(-c2ccc(N(C)C)cc2)sc2ccc(OC)cc12,18%,3.1%,1.5,?,i,-1%,17%,-14%,-1%
O=C1CCCCCN1Cc1nnc(SCc2nc3ccccc3s2)n1-c1ccccn1,-9%,8.1%,-7.0,?,i,-1%,9%,-4%,1%
CN(c1ccc(F)cc1)S(=O)(=O)c1ccc(Cl)c(C(=O)Nc2ccncc2)c1,-8%,10.0%,-0.6,18µM*,i,?,5%,1%,1%
O=C(NCc1ccc(F)cc1)C(c1ccccc1)N(CC1CCCO1)C(=O)Cn1nnc2ccccc21 (stereo not given),-3%,-0.6%,-2.7,-1%,i,-12%,-2%,5%,1%
O=C(Nc1nccs1)NC1CCCCC1,-7%,0.3%,-0.1,2%,.,-11%,-1%,1%,-1%
COc1ccc2c(c1)c(CC(=O)Nc1ccc(C)cc1)c(C)n2C(=O)c1ccc(Cl)cc1,-16%,-0.4%,-2.2,-24%,i,4%,5%,-6%,0%
CCc1ccc2c(c1)NC(=O)C2(C)Cc1ccc(OC(F)(F)F)cc1 (stereo not given),.,0.5%,1.8,.,i,?,-10%,?,.
Cc1c(Cl)c([N+](=O)[O-])nn1Cc1ccc(C(=O)Nc2ccc(Cl)cn2)o1,3%,3.2%,-0.5,?,i,-3%,-6%,-4%,-6%
CCN(Cc1ccccc1)Cc1cccc([N+](=O)[O-])c1,-2%,-0.3%,1.9,-3%,i,-16%,12%,-2%,1%
Cc1ccc(-c2c(C(=O)NNC(=S)NCC3CCCO3)csc2C)cc1 (stereo not given),0%,2.9%,-3.4,-3%,i,-8%,-7%,?,4%
CCOc1ccc(NC(=O)CSc2nnc(Cn3c(=O)sc4ccccc43)n2C)cc1,0%,0.2%,-2.7,?,i,19%,0%,-3%,0%
CCN1CCN(C(=O)/C=C/c2c(F)cccc2Cl)CC1,2%,9.2%,0.7,8%,i,-13%,4%,8%,-1%
C[C@@H](Oc1ccccc1)c1nnn(Cc2ccccc2)c1-c1c([C@@H](C)Oc2ccccc2)nnn1Cc1ccccc1,6%,-0.7%,-0.5,-20%,i,-11%,8%,1%,2%
Cc1ccc(C(=O)NNC(=O)CCOc2cccc(C)c2)cc1,-5%,0.2%,0.8,6%,i,4%,-2%,10%,0%
CN(C)CC#CCC(O)(c1ccccc1)C1CCCCC1 (stereo not given),8%,-0.3%,1.0,11%,i,-20%,3%,-4%,1%
COC(=O)[C@]1(Cc2ccccc2)N[C@H](CN(C)S(=O)(=O)c2ccc(-c3ccccc3)cc2)[C@@H]2C(=O)N(Cc3ccccc3)C(=O)[C@@H]21,10%,1.4%,-1.1,11%,i,-9%,8%,-10%,2%
CCN(CC)CCOc1ncnc2c1oc1ccccc12,-1%,-0.5%,-2.1,25%,i,-4%,1%,8%,0%
Cc1noc(C)c1S(=O)(=O)NC(=O)C1(C)CCN1C(=O)C1(c2ccc(Cl)cc2)CC1 (stereo not given),.,-0.7%,0.7,.,i,28%,13%,-2%,.
Cc1nc(C)c(C(=O)Nc2cccc(C)c2C)o1,2%,-1.3%,0.4,12%,i,13%,1%,-3%,1%
O=C(CN1C(=O)NC2(CCCCC2)C1=O)N1CCN(S(=O)(=O)c2cccc(F)c2)CC1,12%,0.1%,0.3,1%,i,13%,3%,-7%,-1%
CC(C)(C)C1CCc2oc3ccc(NS(=O)(=O)c4cc(Cl)ccc4Cl)cc3c2C1 (stereo not given),0%,0.7%,.,5%,.,?,.,.,.
CC1(N=Cc2cc(Cl)ccc2O)COP(=O)(Nc2ccccc2)OC1 (stereo not given),-4%,0.2%,-5.3,12%,i,?,-10%,4%,.
Clc1ccc(OCc2nc(-c3ccccn3)no2)c(Br)c1,0%,-3.1%,-0.7,?,i,-13%,14%,-10%,3%
Cc1ccccc1C(=O)Nc1c2c(nn1C(C)(C)C)CS(=O)(=O)C2,3%,-0.7%,0.7,-6%,i,-12%,3%,14%,0%
COc1ccc(C=CC(=O)c2ccc([N+](=O)[O-])cc2)cc1,1%,-2.7%,0.0,-2%,i,0%,18%,5%,.

# Shown with two lines to a compound: entries from further up.
# Every second line gives: A549 viability | Nrf2 ARE act | CCT chaperon mod | Nrf2 block | Akt phos inh | TGFb SMAD3 inh | EPAC2 ag | EPAC2 antag | Mm-Cpn inhibitor
- Clc1ccc(OCc2nc(-c3ccccn3)no2)c(Br)c1
 : 0% | -3.1% | -0.7 | ? | i | -13% | 14% | -10% | 3%
- CCN1CCN(C(=O)/C=C/c2c(F)cccc2Cl)CC1
 : 2% | 9.2% | 0.7 | 8% | i | -13% | 4% | 8% | -1%
- CC1(N=Cc2cc(Cl)ccc2O)COP(=O)(Nc2ccccc2)OC1 (stereo not given)
 : -4% | 0.2% | -5.3 | 12% | i | ? | -10% | 4% | .

# In the list so far, these contain a furan ring, fused or not:
SMILES,A549 viability,Nrf2 ARE act,CCT chaperon mod,Nrf2 block,Akt phos inh,TGFb SMAD3 inh,EPAC2 ag,EPAC2 antag,Mm-Cpn inhibitor
COC(=O)c1cccc(NC(=O)CCNC(=O)c2ccco2)c1,2%,2.5%,-1.3,-17%,i,22%,4%,-1%,-1%
Cc1c(Cl)c([N+](=O)[O-])nn1Cc1ccc(C(=O)Nc2ccc(Cl)cn2)o1,3%,3.2%,-0.5,?,i,-3%,-6%,-4%,-6%
CCN(CC)CCOc1ncnc2c1oc1ccccc12,-1%,-0.5%,-2.1,25%,i,-4%,1%,8%,0%
CC(C)(C)C1CCc2oc3ccc(NS(=O)(=O)c4cc(Cl)ccc4Cl)cc3c2C1 (stereo not given),0%,0.7%,.,5%,.,?,.,.,.

# Next section
SMILES,A549 viability,Nrf2 ARE act,CCT chaperon mod,Nrf2 block,Akt phos inh,TGFb SMAD3 inh,EPAC2 ag,EPAC2 antag,Mm-Cpn inhibitor
CC(Cl)C(=O)c1ccc2c(c1)CCN2C(=O)C1CC1 (stereo not given),11%,?,-0.8,0%,i,4%,9%,-5%,-1%
Cc1c(NC(=O)c2ccco2)cccc1-c1nc2cccnc2s1,4%,22%,0.0,?,i,-4%,15%,-1%,-14%
O=C(CSc1nnc(Cc2ccccc2)o1)Nc1ccc2c(c1)OCO2,9%,2.8%,-2.5,17%,.,18%,-2%[15.6 µM],5%,1%
COc1ccc(N2CCN(C(=O)c3cccc(S(=O)(=O)N4CCCc5ccccc54)c3)CC2)cc1,2%,-0.2%,-3.2,?,i,?,9%,8%,-2%
Cc1ccc(C(=O)N/C(=C\c2ccco2)C(=O)NCCCN2CCOCC2)cc1C,-7%,-0.3%,0.1,-8%,i,11%,6%,2%,-7%
OC(CN1CCOCC1)C12CC3CC(CC(C3)C1)C2 (stereo not given),4%,-0.8%,-5.4,-5%,i,9%,-1%,-2%,-1%
COc1ccc(C(C(=O)NC2CCCC2)N(C(=O)c2ccoc2C)c2ccc(C)c(C)c2)cc1 (stereo not given),-15%,-0.2%,-5.3,?,i,-10%,-1%,-13%,1%
O=C(NCc1ccccc1)C(c1ccco1)N(C(=O)c1ccccn1)c1ccc(F)cc1 (stereo not given),6%,-0.8%,-2.1,2%,i,?,8%,1%,0%
COc1ccc(-n2nc(C)c3sc(C)nc3c2=O)cc1,2%,-0.5%,1.1,-2%,i,21%,0%,5%,-2%
CC(=O)Nc1ccc(Nc2c(CCC(C)C)c(C)c(C#N)c3nc4ccccc4n23)cc1,15%,-0.2%,.,18%,.,14%,.,.,.
O=C(c1ccc2c3n(nc2c1)-c1ccccc1CO3)N1CCOCC1,2%,-0.6%,-1.7,?,i,-9%,2%,4%,0%
O=[N+]([O-])c1ccccc1CN1CCN(Cc2ccc3ccccc3c2)CC1,-19%,3.6%,-2.4,-10%,i,?,13%,1%,-9%
O=S(=O)(c1cnc(Cl)c(Br)c1)N1CCN(c2ncccn2)CC1,0%,-0.4%,0.3,0%,i,0%,2%,-8%,3%
O=C(NC(=S)NCc1ccc(Cl)cc1)c1ccco1,6%,7.3%,0.2,16µM*,i,-6%,15%,-16%,0%
COc1cccc(CN(C)CC2CCCN(CCc3ccccc3C)C2)c1 (stereo not given),-25%,18%,-2.9,-23%,i,?,-4%,-2%,1%
